Bioassay records: PubChem BioAssay, several laboratories
OXTR agonist: activates the human oxytocin receptor; hit rate 0.32% among 320,000; CHO-OTR cells, Fluo-8 calcium fluorescence; normalized: DMSO 0%, oxytocin 100%; AID 2435; activation, % at 3 µM;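 active means activation above the mean of all tested compounds plus 3 SD, cutoff set per screening run, cut at about 20% in these data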;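 further: peak over basal fluorescence ratio from a 100 s FLIPR kinetic read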
Target sequence (P30559 whole entry, looked up): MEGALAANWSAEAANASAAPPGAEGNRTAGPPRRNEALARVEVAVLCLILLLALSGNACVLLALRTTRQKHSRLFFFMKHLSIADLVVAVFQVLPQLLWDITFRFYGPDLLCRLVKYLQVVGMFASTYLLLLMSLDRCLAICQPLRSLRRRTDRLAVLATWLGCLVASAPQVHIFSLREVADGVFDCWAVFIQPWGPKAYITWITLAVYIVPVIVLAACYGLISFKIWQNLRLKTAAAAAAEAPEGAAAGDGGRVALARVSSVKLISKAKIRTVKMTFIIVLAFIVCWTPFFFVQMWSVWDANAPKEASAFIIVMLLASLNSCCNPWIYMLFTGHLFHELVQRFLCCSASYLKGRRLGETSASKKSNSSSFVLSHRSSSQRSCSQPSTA
MEKK2wt PB1 HTS: raises or lowers MEK5 binding to wildtype human MEKK2 PB1 domain | Q9Y2U5 | hit rate 1.1% among 290,000 | bead flow cytometry, Alexa488-MEK5 binding to MEKK2 WT; actives lie on both sides | binding response (% of control), % at 10 µM | AID 1531; in the data active means binding response below about 67% or above about 130%
GPR7 antag: blocks human GPR7 receptor signaling; P48145; GPR7-expressing cells, fluorescence antagonist assay; inhibition, % at 4.4 µM; hit rate 1.1% among 290,000; in the data active means inhibition above about 16%, passing the limit was not always enough;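 further: cells stimulated with the agonist NPW; 0% = agonist with vehicle and 100% = vehicle without agonist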
M18AAP inhibitor: blocks P. falciparum M18 aspartyl aminopeptidase. inhibition, % at 7.35 µM. recombinant PfM18AAP, H-Glu-NHMec fluorogenic cleavage. hit rate 1.2% among 290,000. AID 1822;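 active means inhibition above the campaign mean inhibition over all tested compounds plus 3 SD, cut at about 28% in these data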;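 further: 0% = plate median of test compound wells and 100% = 2 mM ZnCl2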
MEKK3 PB1 HTS: raises or lowers MEK5 binding to the human MEKK3 PB1 domain; Q99759; hit rate 1.4% among 290,000; AID 1529; bead-based flow cytometry, Alexa488-MEK5 binding to MEKK3; actives lie on both sides; 0 = blocked by unlabeled MEK5, 100 = vehicle; binding response (% of control), % at 10 µM;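 active means binding response more than 3 SD above or below the average of its plate-row segment, actives on both sides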;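 further: Alexa488 bead fluorescence after subtracting the streptavidin-only scavenger bead signal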
Target sequence (Q99759 whole entry, looked up, the tested form may be a part): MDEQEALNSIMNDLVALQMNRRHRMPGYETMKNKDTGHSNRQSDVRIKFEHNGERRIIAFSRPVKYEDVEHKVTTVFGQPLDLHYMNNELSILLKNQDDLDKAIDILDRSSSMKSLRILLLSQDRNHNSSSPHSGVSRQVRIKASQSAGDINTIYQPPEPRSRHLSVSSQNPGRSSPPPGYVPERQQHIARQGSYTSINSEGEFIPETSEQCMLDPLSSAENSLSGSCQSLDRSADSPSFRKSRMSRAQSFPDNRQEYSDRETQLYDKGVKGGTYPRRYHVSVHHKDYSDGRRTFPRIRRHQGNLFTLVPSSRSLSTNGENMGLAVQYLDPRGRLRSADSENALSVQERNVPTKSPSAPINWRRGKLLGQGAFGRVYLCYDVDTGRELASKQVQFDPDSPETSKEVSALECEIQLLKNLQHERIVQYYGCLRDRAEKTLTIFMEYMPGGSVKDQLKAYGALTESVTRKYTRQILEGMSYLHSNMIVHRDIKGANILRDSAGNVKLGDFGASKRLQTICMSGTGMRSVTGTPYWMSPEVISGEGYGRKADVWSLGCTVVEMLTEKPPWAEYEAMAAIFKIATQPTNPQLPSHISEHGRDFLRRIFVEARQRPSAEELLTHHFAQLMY
PHOSPHO1 inh: blocks human PHOSPHO1 phosphatase activity; Q8TCT1; recombinant PHOSPHO1, absorbance phosphatase assay; inhibition, % at 13.3 µM; hit rate 1.1% among 290,000; in the data active means inhibition above about 60%
NALP1 inh: inhibitors of NALP1 inflammasome in yeast. inhibition, % at 10 µM. AID 2071. S. cerevisiae NALP1/ASC/caspase-1 growth, X-gal OD620, 72 h. hit rate 0.61% among 280,000; in the data active means inhibition mostly above about 24%, no sharp cut-off; inactive means mostly below about 32%; further: some compounds called inactive have numbers as strong as hits
DNA FID counter: counter-screen for HCV NS3 helicase inhibitors: DNA intercalator displacement; DNA fluorescent intercalator displacement, fluorescence; inhibition, % at 7.9 µM; hit rate 0.17% among 290,000; in the data active means inhibition above about 37%;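 further: 0% = vehicle and 100% = reference compound; higher means more ethidium bromide displaced from hairpin DNA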
MEKK2mut PB1 HTS: signal of MEK5 binding to mutant human MEKK2 PB1 domain. bead flow cytometry, Alexa488-MEK5 binding to MEKK2 mutant. hit rate 0.35% among 290,000. AID 1530. percent response, % at 10 µM; in the data active means percent response above about 24%, passing the limit was not always enough; further: inactives centre near 1; some results filed as inactive read as strong as hits; reference of the scale not given here
An asterisk follows results filed as active; . = not tested or not shown.

Order of values – OXTR agonist	MEKK2wt PB1 HTS	GPR7 antag	M18AAP inhibitor	MEKK3 PB1 HTS	PHOSPHO1 inh	NALP1 inh	DNA FID counter	MEKK2mut PB1 HTS
1) Cc1ccccc1CN1[C@@H](CC2CCCCC2)COCCS1(=O)=O
  -1.6	108	-2	-20	104	-2	-2	-30	-1
2) CNC(=O)c1nn(-c2ccc(Cl)cc2)ccc1=O
  -1.2	102	-8	-8	104	14	37	-4	5
3) C/C(N)=C(/C#N)C(=O)COC(=O)CNC(=O)c1ccc(Cl)cc1Cl
  -0.2	95	-6	-11	98	19	-13	-3	-2
4) CC(=O)c1ccc(NC(=O)CN2CCC(C(=O)c3ccc(F)cc3)CC2)cc1
  4.4	110	6	-6	105	-5	15	-5	6
5) COc1ccc(-c2noc(N3CCC(C(=O)Nc4ccccc4OC)CC3)n2)cc1
  3.1	95	8	4	102	18	14	-35	-3
6) O=C(Nn1cnnc1)C(c1ccccc1)c1ccccc1
  1.2	101	-10	43*	101	-2	9	-3	10
7) COc1cc(NC(=O)c2ccc(N)nc2)cc(C(=O)Nc2cccc(C(F)(F)F)c2)c1
  0.4	96	.	.	99	44	.	.	5
8) COc1ccc(C(=O)OC(C)C(=O)Nc2cc(C(F)(F)F)ccc2Cl)c(OC)c1OC (stereo unspecified)
  -1.4	100	10	-6	104	-6	-6	-14	17
9) Fc1ccccc1CSc1nnc(-c2ccccc2)o1
  -0.5	97	-2	-3	102	-32	-7	-14	-1
10) COc1cccc(/C=C/C(=O)OCC(=O)c2c[nH]c3ccccc23)c1OC
  6.0	93	4	-5	94	-16	24	-7	-2
11) Cc1ccc(C)c(N2CCN(C(c3ccncc3)c3nnnn3Cc3ccccc3)CC2)c1 (stereo unspecified)
  -0.7	112	-8	-12	100	60	-8	6	4
12) CCOC(=O)c1c(CC(C)C)csc1NC(C)=O
  -1.7	104	-20	-4	102	21	-12	-4	9
13) O=c1[nH][nH]c(-c2ccccc2)c1C=Nc1ccc(C(F)(F)F)cc1
  0.2	88	-3	8	86	32	3	-2	-8
14) CCCCC(=NCCc1c(C)[nH]c2ccccc12)C1=C(O)CC(c2ccccc2)CC1=O (stereo unspecified)
  -2.1	103	-12	6	105	-26	-4	-12	-8
15) CC1(C)CC(=O)C(CC2=C(N)CC(C)(C)CC2=O)=C(N)C1
  1.2	102	-6	-7	99	30	17	-3	3
16) O=C(CCCSc1nc2ccccc2[nH]1)NC1CCCCC1
  -2.2	92	-6	-8	104	2	-2	-5	-16
17) COc1ccc(Cl)cc1S(=O)(=O)N1CCCC(C(=O)N2CCCC2)C1 (stereo unspecified)
  -0.5	97	-10	-14	96	23	7	-27	-4
18) N#C/C(=C\c1cn(CCOc2ccccc2)c2ccccc12)C(=O)NCc1cccs1
  -1.5	100	-8	1	100	11	4	-1	-1
19) NC(=O)c1cc([N+](=O)[O-])ccc1NCCN1C(=O)c2ccc(C(=O)O)cc2C1=O
  0.5	102	-6	-1	105	54	-3	-7	-2
20) CC1=CC(C#N)(C#N)C(C#N)(C#N)C(c2ccccc2)N1 (stereo unspecified)
  2.4	104	-5	8	108	-6	10	-6	9
21) Cc1ccccc1N1CC(C(=O)Nc2ccc3c(c2)OCO3)CC1=O (stereo unspecified)
  1.0	99	-9	0	101	36	8	-11	-1
22) CCCC(=O)NC(C)c1nc2ccccc2n1C (stereo unspecified)
  0.4	105	-12	4	99	8	.	-2	7
23) NC(=O)C1(N2CCCCC2)CCN(Cc2ccc(F)cc2)CC1
  -0.2	99	4	-9	96	5	-2	-1	1
24) Cc1ccc(F)cc1NC(=O)c1c(-c2ccccc2)noc1C
  -2.0	103	-14	-6	106	-1	-12	-6	3
25) CCn1c(=N)c(C(=O)NC)cc2c(=O)n3cccc(C)c3nc21
  .	79	.	.	92	28	21	.	-28
26) CCOC(=O)Cc1csc(NC(=S)NC(=O)c2ccc([N+](=O)[O-])cc2)n1
  1.2	104	2	0	107	-42	19	-5	-1
27) C#CCn1c(=NC(=O)c2ccc(Cl)s2)sc2cccc(OC)c21
  -0.2	108	2	-7	106	-14	40	0	7
28) Cc1cc(NS(=O)(=O)c2ccc(NC(=O)C(C)Oc3cc(C)c(Cl)c(C)c3)cc2)no1 (stereo unspecified)
  -0.2	106	-18	-7	102	17	7	-48	8
29) Cc1cc(C)cc(OCC(=O)N2N=C(C(F)(F)F)CC2(O)C(C)(C)C)c1 (stereo unspecified)
  -0.5	94	-12	-3	89	6	6	-30	-1
30) OC(COc1ccc(CNCc2cccnc2)cc1)CN1CCc2ccccc2C1 (stereo unspecified)
  3.4	108	-3	-2	101	27	17	8	0

More records
Order of values – OXTR agonist	MEKK2wt PB1 HTS	GPR7 antag	M18AAP inhibitor	MEKK3 PB1 HTS	PHOSPHO1 inh	NALP1 inh	DNA FID counter	MEKK2mut PB1 HTS
31) CCc1nnc(NC(=O)c2ncc(Cl)c(Cl)c2Cl)s1
  0.3	104	-14	4	104	33	2	-13	4
32) CCCOc1ccc(/C(O)=C2/C(=O)C(=O)N(CCCn3ccnc3)C2c2ccco2)cc1 (stereo unspecified)
  1.7	99	-8	-11	99	33	9	-6	0
33) CCc1cccc(C)c1NC(=O)CN1C(=O)NC(Cc2ccccc2)C1=O (stereo unspecified)
  1.0	112	-14	-5	104	-5	3	-15	13
34) CCn1c(/C=C/Nc2ccccc2)[n+](CC)c2ccc(Cl)cc21
  0.5	97	-5	6	96	0	8	-2	-1
35) CCC1Oc2ccccc2N(CC(=O)NCCCN2CCC(C)CC2)C1=O (stereo unspecified)
  1.0	104	-3	4	104	4	11	9	4
36) CC1Cc2ccccc2N1C(=O)CSc1nnc(Cc2ccccc2)n1CCc1ccccc1 (stereo unspecified)
  .	.	-3	-5	.	7	0	-13	.
37) CCn1cc(C(=O)NCCCN2CCCCCC2)c(=O)c2cc(S(=O)(=O)N3CCc4ccccc4C3)ccc21
  -2.3	128	-11	2	119	9	29	6	2
38) CCNC(=O)C12CCC(C)(C(=O)C1Br)C2(C)C (stereo unspecified)
  0.8	118	-3	-2	106	6	15	2	12
39) O=C(CCCl)N(Cc1nc2ccccc2c(=O)[nH]1)Cc1cccs1
  -0.1	87	-4	-1	99	49	-1	-1	-8
40) Cc1cc(C)c2c(c1)/C(=c1/sc3n(c1=O)CN(c1ccccc1)CN=3)C(=O)N2
  -0.6	102	-3	-3	104	23	.	2	10
41) Cn1c(Cc2ccccc2)nnc1SCC(=O)c1cccs1
  -0.6	101	5	0	101	58	5	23	5
42) O=C(Cn1cncn1)N/N=C/c1ccncc1
  0.8	97	-8	-3	97	22	.	-2	-2
43) COc1ccc2cc(C3(C)NC(=O)N(CC(=O)Nc4c(C)n(C)n(-c5ccccc5)c4=O)C3=O)ccc2c1 (stereo unspecified)
  -1.2	115	4	-5	100	-11	11	-31	6
44) CCN(CC)c1ccc(C=C(c2nnnn2-c2ccccc2)c2nnnn2-c2ccccc2)cc1
  2.0	92	11	-4	98	-9	19	-3	-2
45) CC1(C)Cc2c(sc3c2c(=O)n(-c2cccc(Cl)c2)c(=O)n3CC(N)=O)CO1
  0.5	104	3	0	108	8	.	-5	6
46) COc1ccc(C(=O)NNC(=O)Cc2nc3nc(C)cc(C)n3n2)cc1
  0.8	96	-1	6	100	24	-2	-10	7
47) O=Cc1ccc(N2CCCCCC2)cc1
  -1.7	100	-8	4	100	-4	3	-6	-1
48) CCC(C)Nc1nc(Cl)nc(NCCOc2ccccc2)n1 (stereo unspecified)
  -1.8	105	-2	8	100	-2	14	-19	2
49) Cc1nc2ccccc2c2oc(C(=O)NCCCN3CCC(C)CC3)cc12
  -0.4	114	-7	-3	105	2	7	17	9
50) CC1(C)CC(N=C2C([N+](=O)[O-])=CC=C3C2=NC2(CCCCC2)N3O)CC(C)(C)N1
  0.6	94	0	2	90	12	1	10	-9
51) COC(=O)CC1C(=O)NCCN1C(=S)NC(=O)CCc1ccccc1 (stereo unspecified)
  0.6	92	2	-16	94	32	-11	-5	-9
52) O=C1C(=O)N(CC2CCCO2)C(c2ccccc2[N+](=O)[O-])/C1=C(/O)c1ccccc1 (stereo unspecified)
  -0.8	100	-1	8	104	10	2	1	0
53) CCN(Cc1ccccc1)C(=O)CN1C(=O)NC2(CC(C)CC(C)(C)C2)C1=O (stereo unspecified)
  -0.8	104	-6	1	103	23	-1	-42	6
54) NC(=O)c1ccsc1NC(=O)CCc1ccccc1
  -1.0	100	16	1	99	-2	6	-5	-1
55) CCNC(=O)O/N=C1\CCCCC1c1ccc([N+](=O)[O-])cc1[N+](=O)[O-] (stereo unspecified)
  0.8	109	0	6	109	-15	11	0	19
56) O=C(N/N=C/c1ccc([N+](=O)[O-])o1)c1cc(-c2ccc(-c3ccccc3)cc2)nc2ccccc12
  -0.7	68	8	23	75	43	6	-13	-23
57) O=C(NCC1CCCO1)/C(=C\c1cccc([N+](=O)[O-])c1)NC(=O)c1ccccc1 (stereo unspecified)
  -1.1	98	5	0	101	-4	-2	1	2
58) CCOc1ccc(/C=N/O)cc1
  -1.5	100	-8	-2	100	-1	16	-1	-1
59) O=C(CN1CCN(C(=O)N2CCOCC2)CC1)Nc1ccc(Br)cc1
  0.2	95	-5	4	102	21	14	-8	1
60) COC(=O)C1=C(COc2ccccc2)NC(=O)NC1c1ccc2ccccc2c1 (stereo unspecified)
  0.8	103	.	.	104	.	.	.	6

(further entries)
Order of values – OXTR agonist	MEKK2wt PB1 HTS	GPR7 antag	M18AAP inhibitor	MEKK3 PB1 HTS	PHOSPHO1 inh	NALP1 inh	DNA FID counter	MEKK2mut PB1 HTS
61) CCc1ccc(NC(=S)Nc2cc(OC)c(NC(=O)C(C)C)cc2OC)cc1
  -0.7	89	-4	20	93	-63	3	7	-10
62) Cc1cc(CSc2ccccc2)ccc1NC(=O)COc1ccccc1
  1.9	92	1	-10	100	17	5	-7	0
63) CC(=O)Nc1ccc(C(=O)CSc2cc(C)c3cccc(C)c3n2)cc1
  1.2	103	-9	3	106	-32	9	-1	-1
64) COc1ccccc1OCC(=O)Nc1cc(Cl)ccc1Oc1ccccc1
  0.5	98	2	-11	96	-16	21	0	9
65) CC1=CC2=C(OC1N(C)C)c1cccc3cccc(c13)C2=O (stereo unspecified)
  0.3	86	0	12	94	-36	-29	2	0
66) FC(F)(F)c1cccc(CON=C2CCN(c3ncc(C(F)(F)F)cc3Cl)CC2)c1
  0.2	105	-12	0	98	29	12	1	-3
67) Cc1cccc(-c2csc(NC(=O)c3cnccn3)c2C(=O)OC(C)C)c1
  -1.0	99	-16	4	99	3	14	-5	0
68) Cc1ccc2[nH]cc(C(=O)CN3CCN(C)CC3)c2c1
  2.2	115	-5	3	104	44	-1	3	7
69) O=C(Nc1ccccc1)NC1CCN(Cc2c(F)cccc2Cl)CC1
  0.8	90	1	-9	91	17	15	-3	-14
70) Cc1cc2ncn(CCCCOc3ccccc3)c2cc1C
  5.7	112	5	-10	107	-2	10	-12	9
71) Cc1cc(-c2ccc(S(=O)(=O)Nc3ccc(C#N)cc3)s2)on1
  3.8	101	-11	1	102	17	13	-8	0
72) CN1CCN(/C=N/C2=C(C#N)C(c3ccccc3)C3=C(CC(C)(C)CC3=O)O2)CC1 (stereo unspecified)
  -0.3	91	4	4	92	28	6	-1	-10
73) Cc1cc(C)cc(C(=O)NCC(=O)OCc2c(C)noc2C)c1
  -0.6	106	-10	-10	122	9	.	-5	0

Three records picked at random from the list so far:
Order of values – OXTR agonist	MEKK2wt PB1 HTS	GPR7 antag	M18AAP inhibitor	MEKK3 PB1 HTS	PHOSPHO1 inh	NALP1 inh	DNA FID counter	MEKK2mut PB1 HTS
64) COc1ccccc1OCC(=O)Nc1cc(Cl)ccc1Oc1ccccc1
  0.5	98	2	-11	96	-16	21	0	9
70) Cc1cc2ncn(CCCCOc3ccccc3)c2cc1C
  5.7	112	5	-10	107	-2	10	-12	9
68) Cc1ccc2[nH]cc(C(=O)CN3CCN(C)CC3)c2c1
  2.2	115	-5	3	104	44	-1	3	7

Results in sequence from the entries so far.
Compounds 48–51 in MEKK2wt PB1 HTS, in turn: 105, 114, 94, 92
Compounds 48–51 in GPR7 antag, in turn: -2, -7, 0, 2
